GAA glycogen mod: inhibitors or activators of human alpha-glucosidase glycogen cleavage | P10253 | recombinant GAA, glycogen substrate, Amplex Red glucose oxidase fluorescence | Potency, µM (series often up to 76.4 µM), for inactives: top-dose activity change, negative = inhibition, most hits filed as inhibitors | 300,000 compounds, 0.38% hits | AID 2100; active = well fitted inhibition curve with a large enough effect; inconclusive = small, poorly fitted or top-dose-only effect, or another doubt; inactive = no such curve, though single readings can be large or run the other way;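 also: 0% = full enzyme reaction and -100% = no-enzyme basal signal; the screen sought inhibitors and activators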
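Natural-substrate format: glycogen cleavage by 4 nM human enzyme, glucose read by Amplex Red coupling (Ex 573, Em 610 nm). Normalized to enzyme and no-enzyme controls.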
The depositor's hits bear a star; ? = inconclusive; [ ] = another dose, or the depositor's remark. Potency is read from the fitted curve at half-maximal effect. Only part of the results is shown; the hit share may differ from the screen's.

SMILES | GAA glycogen mod
O=C(NCC1CCCCC1)c1ccc(=O)[nH]c1 | -0.6%
Cc1nc(SCC(=O)Nc2ccccc2Cl)cc(-c2ccccc2)n1 | 8.1%[76.3 µM]
CCc1ccc(NC(=O)C2CCCN(S(=O)(=O)c3ccc4c(c3)oc(=O)n4C)C2)cc1 (stereo not drawn) | 13.1%[76.3 µM]
CSc1nc(NS(=O)(=O)c2cc(Br)ccc2Br)cc(=O)[nH]1 | -2.2%
Cc1ccc(CSc2cn(CCNC(=O)c3cccs3)c3ccccc23)cc1 | -3.8%[76.3 µM]
O=[N+]([O-])c1ccc(Oc2cc(NC3CCCCCCC3)c([N+](=O)[O-])cc2[N+](=O)[O-])cc1 | -5.7%[76.3 µM]
COc1ccc(-n2nc3c(c2NC(=O)CCCl)CSC3)cc1 | -3.0%
CCc1ccc(NC(=O)c2ccc3c(c2)N(Cc2ccc(C)cc2)CCS3)cc1 | 7.2%[76.3 µM]
COc1ccc(/C=C/c2nc3ccccc3c(=O)n2-c2cccc(C(=O)O)c2)cc1 | -0.3%
CN(C)c1ccc(/C=C(/NC(=O)c2ccccc2)C(=O)NCCN2CCOCC2)cc1 | 0.0%[76.3 µM]
COc1ccccc1C(=O)Nc1c(C(=O)N(C)c2ccccc2)sc2nc(C)cc(C)c12 | 7.9%[76.3 µM]
Cc1cccc(/C(N)=N/OC(=O)c2cccc3ccccc23)c1 | -0.8%[76.3 µM]
COc1ccccc1Nc1nc(N(C)c2ccccc2)nc(N)c1[N+](=O)[O-] | 0.5%
Cc1cc(OCC(=O)NN2C(=O)c3ccccc3C2=O)ccc1Cl | -8.1%[76.3 µM]
O=C(Nc1ccc([N+](=O)[O-])cc1)N1CCc2ccccc2C1 | -7.1%[76.3 µM]
COc1ccc(C(C(=O)NC(C)(C)C)N(CCC(C)C)C(=O)CCC(=O)Nc2cc(C)on2)cc1 (stereo not drawn) | 1.9%
COc1ccc(-c2nnc(SCC(=O)N3CCC(C)CC3)o2)cc1 | -10.0%[76.3 µM]
Cc1ccn2c(Nc3ccc4c(c3)OCCO4)c(-c3cccs3)nc2c1 | ?
COc1ccc(NC(=O)CCCNC(=O)c2ccc(Cl)cc2)c(OC)c1 | -6.3%
Cc1c2cnn(CC(=O)N3CCN(c4ccc(F)cc4)CC3)c(=O)c2c(C)n1Cc1ccc(F)cc1 | -7.7%[76.3 µM]

Reprinted at random: 7 records from the list, in no set order.
SMILES | GAA glycogen mod
Cc1ccn2c(Nc3ccc4c(c3)OCCO4)c(-c3cccs3)nc2c1 | ?
Cc1ccc(CSc2cn(CCNC(=O)c3cccs3)c3ccccc23)cc1 | -3.8%[76.3 µM]
COc1ccc(NC(=O)CCCNC(=O)c2ccc(Cl)cc2)c(OC)c1 | -6.3%
COc1ccc(-n2nc3c(c2NC(=O)CCCl)CSC3)cc1 | -3.0%
CCc1ccc(NC(=O)C2CCCN(S(=O)(=O)c3ccc4c(c3)oc(=O)n4C)C2)cc1 (stereo not drawn) | 13.1%[76.3 µM]
COc1ccc(/C=C/c2nc3ccccc3c(=O)n2-c2cccc(C(=O)O)c2)cc1 | -0.3%
COc1ccccc1Nc1nc(N(C)c2ccccc2)nc(N)c1[N+](=O)[O-] | 0.5%

A second format for part of the listing above:
smiles,GAA glycogen mod
COc1ccccc1Nc1nc(N(C)c2ccccc2)nc(N)c1[N+](=O)[O-],0.5%
Cc1ccc(CSc2cn(CCNC(=O)c3cccs3)c3ccccc23)cc1,-3.8%[76.3 µM]
CSc1nc(NS(=O)(=O)c2cc(Br)ccc2Br)cc(=O)[nH]1,-2.2%
O=C(NCC1CCCCC1)c1ccc(=O)[nH]c1,-0.6%

The list goes on.
SMILES | GAA glycogen mod
COC(=O)c1ccc(NC(=O)C2(S(=O)(=O)c3ccc(C)cc3)CC2)cc1 | -8.2%[76.3 µM]
Cc1ccc(C(=O)N/C(=C\c2ccc(-c3ccccc3[N+](=O)[O-])o2)C(=O)NCCCN(C)C)cc1 | -0.7%
Cc1ccc(S(=O)(=O)N(CC(=O)NCc2cccnc2)c2ccc(F)cc2)cc1 | 3.1%[76.3 µM]
Cc1ccc(C)c(NC(=O)c2cc([N+](=O)[O-])cc([N+](=O)[O-])c2)c1 | 0.9%[76.3 µM]
O=C(Cc1ccccc1)NCC(=O)N1CCN(c2ccccc2)CC1 | -3.0%[76.3 µM]
O=C(COc1ccc(Cl)cc1)Nc1ccc2nc(SCC(=O)N3CCCC3)sc2c1 | 5.5%[76.3 µM]
Cc1ccc(NS(=O)(=O)c2cn(C)c(=O)n(C)c2=O)cc1C | -10.4%[76.3 µM]
COc1ccc(OCc2cc(C(=O)NC(C)Cc3cnccn3)no2)c(Cl)c1 (stereo not drawn) | -4.8%[76.3 µM]
CC1COc2ccccc2N1C(=O)c1ccc(F)cc1 (stereo not drawn) | 0.5%
O=C(Nc1c2c(nn1-c1ccc([N+](=O)[O-])cc1)CS(=O)(=O)C2)C1CC1 | -4.7%[76.3 µM]
O=C(C1CCN(S(=O)(=O)c2cccs2)CC1)N1CCCC(C(F)(F)F)C1 (stereo not drawn) | -6.9%[76.3 µM]
CCc1ccccc1N(CC(=O)NCC1CCCO1)C(=O)CCC(=O)Nc1cc(C)on1 (stereo not drawn) | 5.8%[76.3 µM]
COc1ccc(C2C=C(c3ccccc3)Nc3nc(NS(=O)(=O)c4ccccc4)nn32)cc1 (stereo not drawn) | 12.2%[76.3 µM]
CCOC(=O)c1cc2c(=O)n3ccccc3nc2n(Cc2ccco2)c1=NC(=O)c1ccc(Br)cc1 | -4.1%[76.3 µM]
COc1ccc(N2CCN(C3CCCCC3NS(=O)(=O)c3ccccc3)CC2)cc1 (stereo not drawn) | 0.7%[76.3 µM]
CCCOc1cccc(C2C(C(=O)c3cc4ccccc4o3)=C(O)C(=O)N2c2cc(C)on2)c1 (stereo not drawn) | 0.2%[76.3 µM]
Cc1ccc2cc(CN(c3cccc(C)c3C)S(=O)(=O)c3ccccc3)c(=O)[nH]c2c1 | 3.0%[76.3 µM]
COc1cccc(NC(=O)COC(=O)CCCC2=NS(=O)(=O)c3ccccc3N2)c1 | -16.9%[76.3 µM]
O=C1CN(S(=O)(=O)c2cc(Cl)ccc2Cl)c2ccccc2N1 | 0.1%
CC(=N)C1=C(O)CC(c2ccccc2)CC1=O (stereo not drawn) | 5.6%
CC(=O)Oc1ccc(/C=N/NC2=NS(=O)(=O)c3ccccc32)cc1 | 2.5%
CCc1ccccc1NC(=O)C(NS(=O)(=O)c1ccc2c(c1)CCC(=O)N2)c1ccccc1 (stereo not drawn) | 15.7%[76.3 µM]
COc1ccc(Cl)cc1NC(=O)CSc1nnc(-c2ccco2)o1 | -4.9%[76.3 µM]
O=C(C1CC1)N1N=C(c2ccccc2)CC1(O)C(F)(F)F (stereo not drawn) | -2.8%[76.3 µM]
COc1ccccc1C(=O)NN(C)C1=NS(=O)(=O)c2ccccc21 | 4.9%
CCOC(=O)CNC(=O)c1ccc(-c2nn(C)c(=O)c3ccccc23)cc1 | -10.7%[76.3 µM]
Cc1cccc(C)c1NC(=O)CSCc1cnn(-c2ccccc2)c1-n1cccc1 | 3.6%[76.3 µM]
Cn1c(=O)c(=O)n(C)c2cc(C(=O)NCc3ccccc3Cl)ccc21 | 16.7%[76.3 µM]
Cc1ccc(CCNC(=O)CN(c2ccc(C)cc2)S(=O)(=O)c2c(C)noc2C)cc1 | 12.9%[76.3 µM]
COc1sc(SC)cc1/C=N/NC(=O)c1ccncc1 | -10.4%[76.3 µM]
CC(C)CC(=O)Nc1nnc(SCC(=O)NCC2CCCO2)s1 (stereo not drawn) | 0.9%[76.3 µM]
COc1ccc(NS(=O)(=O)N2CCOCC2)cc1 | -12.2%[76.3 µM]
CCOc1ccc(-c2cc(C)n3nc(C(=O)Nc4ccc(C)c(C)c4)cc3n2)cc1 | -6.4%[76.3 µM]
N#Cc1nc(-c2ccc(F)cc2)oc1N1CCCCC1 | -12.2%
Cc1cnc(CNC(=O)C2CCC(=O)N(CCc3cccc(F)c3)C2)[nH]1 (stereo not drawn) | -0.3%[76.3 µM]
Cc1cc2c(cc1S(=O)(=O)Nc1cccc(F)c1)n(C)c(=O)c(=O)n2C | 11.7%[76.3 µM]
CCCN1C2CCCC1CC(NC(=O)c1ccccc1Br)C2 (stereo not drawn) | -5.2%
O=C(NC1CCN(Cc2ccccc2)CC1)c1ccccc1Cl | -5.0%[76.3 µM]
Nc1cc(N)nc(SCCc2ccccc2)n1 | -3.9%[76.3 µM]
CCc1ccccc1NC(=O)Nc1ccc2c(c1)N(CC)C(=O)c1ccccc1S2 | -2.5%[76.3 µM]
CC(C)Cc1nnc(NC(=O)c2cc(S(=O)(=O)N(C)C)ccc2N2CCCC2)s1 | 3.2%[76.3 µM]
COc1ccc(N(CC(=O)NCCc2ccccc2)C(=O)CCC(=O)Nc2nccs2)cc1 | -4.8%
COc1ccc(S(=O)(=O)c2nnn(-c3ccc(C)c(Cl)c3)c2C)cc1 | -6.5%[76.3 µM]
O=C(CCC(=O)Nc1ccc(Br)cc1)N/N=C/c1ccc(O)cc1 | -2.6%
O=C(CSc1ccc2nnc(CCNC(=O)c3ccccc3)n2n1)Nc1ccc(F)cc1F | 4.4%[76.3 µM]
O=C(Nc1ccncc1)c1c(Cl)cccc1Cl | -6.3%[76.3 µM]
COc1ccc(OC)c(S(=O)(=O)N2Cc3ccccc3CC2C(=O)Nc2ccc(Cl)cc2)c1 (stereo not drawn) | -4.0%[76.3 µM]
COCCNC(=O)C1CCC(CNS(=O)(=O)c2ccc3c(c2)CC(C)N3C(=O)C2CC2)CC1 (stereo not drawn) | -2.8%[76.3 µM]
CCOC(=O)N1CCc2c(sc3c2c(=O)n(-c2ccc(CC)cc2)c(=O)n3CC(=O)c2ccccc2)C1 | 0.4%[76.3 µM]
COc1ccccc1C(=O)Nc1c(C(=O)Nc2ccc(C)cc2)oc2ccccc12 | -1.1%[76.3 µM]
CCOCc1c(C(=O)Nc2ccc(OC)nc2)oc2ccccc12 | 7.1%
CCOc1ccc(NC(=O)c2oc3ccccc3c2NC(=O)C(C)(C)C)cc1 | -9.5%[76.3 µM]
CCC(C(=O)Nc1cccc(C#N)c1)n1nc(-c2ccccc2)ccc1=O (stereo not drawn) | -12.8%[76.3 µM]
CCc1[nH]nc(C(=O)NC2CCCN(Cc3ccccc3F)C2)c1C (stereo not drawn) | 1.3%[76.3 µM]
COc1ccc(CCNC(=O)CCc2c(C)nc3nc(C)nn3c2C)cc1OC | -0.2%[76.3 µM]
Cc1ccc(C(=O)NNC(=O)c2cccc(Br)c2)cc1 | 14.8%[76.3 µM]
O=C(NCC(=O)N1CCN(Cc2ccccc2)CC1)c1ccc(Br)cc1 | -0.3%[76.3 µM]
Cc1csc2nc(COc3cccc(NC(=O)c4ccccc4F)c3)cc(=O)n12 | -6.5%[76.3 µM]
COc1cccc(CN(CC(=O)NCc2ccccc2)C(=O)c2csnn2)c1 | -0.4%[76.3 µM]
CC1CCCN(CC(=O)Nc2ccc(S(=O)(=O)N3CCCC3)cc2)C1 (stereo not drawn) | -15.1%
(next part)
SMILES | GAA glycogen mod
Cc1nc2c(c(C)nn2-c2ccccc2)c(C)c1CCC(=O)NCCc1ccc(Cl)cc1 | -8.3%[76.3 µM]
CCOC(=O)/C(C#N)=C/c1c(N2CCN(c3ccccc3)CC2)nc2c(C)cccn2c1=O | -5.3%
CCCCC(=O)NC(c1ccc(C(C)C)cc1)c1ccc2cccnc2c1O (stereo not drawn) | 11.6%[76.3 µM]
CCOc1ccc(-n2c(C)nc3c(cnn3-c3ccc(C)cc3)c2=O)cc1 | -8.2%[76.3 µM]
O=C(Nc1ccc(Cl)c(NC(=O)c2cccs2)c1)c1ccco1 | 6.4%[76.3 µM]
CN(C)C(=O)CSc1nc(-c2cccs2)c(-c2cccs2)[nH]1 | 3.0%
OCCOc1ccc(CN2CCCC(N3CCN(c4ccc(F)cc4)CC3)C2)cc1 (stereo not drawn) | 2.5%[76.3 µM]
Cc1ccc(C)c(N2CCN(C(=O)CCCCCn3c(=S)[nH]c4ccc(N5CCOCC5)cc4c3=O)CC2)c1 | -3.4%[76.3 µM]
COc1ccc(Cn2c(CCC(=O)NCCC(C)C)nc3ncccc3c2=O)cc1 | 5.3%
O=C(Nc1cc(Br)c(O)c(Br)c1)c1cccc(NC(=O)c2ccco2)c1 | 0.2%[76.3 µM]
CC(=O)c1ccc(C(=O)NC2CCCN(Cc3ccccc3F)C2)cc1 (stereo not drawn) | -8.3%[76.3 µM]
COc1ccc(OC)c(NC(=O)c2cc(=O)c3c(C)cc(C)cc3o2)c1 | 14.8%[76.3 µM]
Cn1c(N2CCN(C(c3ccccc3)c3ccccc3)CC2)nc2c1c(=O)[nH]c(=O)n2C | -1.4%
CCOc1ccccc1N(C(=O)c1snc(C(N)=O)c1N)C(C(=O)NCC1CCCO1)c1ccc2ncccc2c1 (stereo not drawn) | -2.3%
CN(C)S(=O)(=O)c1ccc(Cl)c(C(=O)NCCNC(=O)c2cc(S(=O)(=O)N(C)C)ccc2Cl)c1 | 0.3%
CC(=O)c1cccc(NC(=O)COC(=O)c2ccccn2)c1 | 9.7%
O=C(NC(=S)NC1CCCCC1)c1ccccc1[N+](=O)[O-] | -14.0%[76.3 µM]
COc1ccc(Nc2c3c(nc4ccccc24)CCC3)cc1Cl | 8.6%[76.3 µM]
NS(=O)(=O)c1ccc(CCNC(=O)CNCCc2ccccc2)cc1 | 7.5%
Cc1c(C)c(C)c(C(=O)c2ccc(NC(=O)c3ccccc3C(=O)O)cc2)c(C)c1C | 0.9%
Clc1ccc(-c2csc(N3CCCCCC3)n2)cc1 | 13.2%[76.3 µM]
O=C1CSC(=Nc2ccc(Cl)cc2)N1 | -3.7%[76.3 µM]
CCOC(=O)C1(Cc2cccc(Cl)c2)CCCN(C(=O)c2cc(CC)on2)C1 (stereo not drawn) | -5.8%[76.3 µM]
COc1ccc(C(=O)N2CCCc3ccccc32)cc1OC | -2.4%

Source: PubChem (National Center for Advancing Translational Sciences (NCATS))
